Peg3 promoter = Peg3 promoter-driven luciferase inhibitors, primary screen, cell-based, HeLa, luciferase luminescence; HeLa PEG-Prom luciferase reporter, overnight; 1.7% of 360,000 active; inhibition, % at 20 µM;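 active means inhibition of at least 50% at 20 µM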
CF NFkB block = inhibitors of PAF-induced NF-kB signaling, primary screen, cell-based, GFP fluorescence, uHTS. KKLEB NF-kB-GFP reporter, GFP fluorescence overnight. 0.86% of 360,000 active. inhibition, % at 5 µM;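 active means at least 50% inhibition at 5 µM, scaled per plate between neutral and stimulator controls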;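 further: PAF is a Pseudomonas aeruginosa culture filtrate used as stimulus; plate controls were PAF-stimulated DMSO wells for no effect and unstimulated DMSO wells for full effect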
CaV13 FRET inh = Disruptors of the CACNA1D IQ motif to Ca2+-dependent inactivation inhibitor domain association, primary screening, Förster resonance energy transfer in intact living … | HEK cells, CFP/YFP FRET ICDI-IQ, plate reader, 10 min; percent FRET-ratio fall versus neutral wells | inhibition, % at 12.3 µM | 0.098% of 340,000 active | AID 743397;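 active means mean replicate inhibition of at least 30% and at least 1% of replicates passing that level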;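 further: 0% = median of the neutral control wells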
Shn3 inh set2 = reduction of Shn3 3'UTR firefly luciferase signal, primary screen, Schnurri-3 inhibitor project, cell-based, Clone20 osteoblasts, set 2; inhibition, % at 12.5 µM; Clone20 osteoblast Shn3 3'UTR firefly luciferase, 24 h; 0.52% of 360,000 active;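 active means mean inhibition of at least 75% with every replicate also reaching 75%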;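 further: 0% = median of neutral control wells and 100% = pilot-screen positive control compound; some compounds past the cut are filed as inactive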
Vif inh = HIV Vif self-association inhibitors, primary screen, imaging, HEK293T, single point. HEK293T cells, Vif self-association by quenched fluorescence, 24 h. inhibition, % at 7.49 µM. 0.35% of 340,000 active; in the data active means inhibition above about 50%, passing the limit was not always enough; further: some results filed as inactive read as strong as hits
PDI inh = inhibitors of human PDI, primary screen, biochemical, turbidity, single point, plate reader | 0.052% of 350,000 active | PDI insulin aggregation turbidity, A650, 90 min | Protein disulfide-isomerase (Homo sapiens), P07237 | inhibition, % at 10 µM;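 active means mean inhibition across replicates of 30% or more, whatever share of single replicates reach that level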;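 further: absorbance from insulin aggregation driven by PDI reduction with DTT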
Target sequence (P07237 whole entry, looked up): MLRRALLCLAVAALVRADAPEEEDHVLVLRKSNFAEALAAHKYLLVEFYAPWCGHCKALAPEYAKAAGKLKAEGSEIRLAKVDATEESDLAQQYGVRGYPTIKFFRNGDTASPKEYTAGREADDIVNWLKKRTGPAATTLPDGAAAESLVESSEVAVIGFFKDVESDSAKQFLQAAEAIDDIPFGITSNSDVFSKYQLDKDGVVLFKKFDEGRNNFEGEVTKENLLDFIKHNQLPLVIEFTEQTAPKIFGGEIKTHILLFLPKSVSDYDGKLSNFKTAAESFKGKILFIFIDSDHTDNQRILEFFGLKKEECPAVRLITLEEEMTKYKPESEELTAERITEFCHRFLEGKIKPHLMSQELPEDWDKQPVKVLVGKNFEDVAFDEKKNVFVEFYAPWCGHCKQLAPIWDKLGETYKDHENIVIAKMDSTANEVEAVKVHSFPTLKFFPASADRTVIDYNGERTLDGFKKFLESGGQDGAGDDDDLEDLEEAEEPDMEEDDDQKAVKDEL
KKLEB tox = cytotoxicity in KKLEB CF airway cells, primary screen, cytotoxicity control for CF NF-kB inhibitor project, cell-based, uHTS, fluorescence assay plates | KKLEB CF airway cells viability, ATPlite luminescence, overnight; stronger effect = lower value; cells stimulated with P. aeruginosa culture filtrate | activity change (cytotoxicity), % at 5 µM | 0.36% of 360,000 active;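 active means corrected activity change at or below -50% at 5 µM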
TRPM1 prom inh = inhibitors of MITF-dependent TRPM1 promoter reporter, primary screen, cell-based, SK-MEL-5, single point, luciferase. SK-MEL-5 TRPM1 promoter luciferase, 24 h. inhibition, % at 12.5 µM. 0.83% of 330,000 active;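 active means mean inhibition across replicates of 60% or more, whatever share of single replicates reaches that level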; further: values of inactives mirror those of a sister screen read the other way
NR2E3 ag-1 = NR2E3 agonists in two-hybrid cells, primary screen, cell-based, luminescence, CHO-S, Gal4-NCOR/VP16-NR2E3; luciferase; 0.35% of 360,000 active; inhibition of corepressor binding, % at 3.98 µM; AID 602229, 2012; Photoreceptor-specific nuclear receptor (Homo sapiens), Q9Y5X4;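 active means inhibition above the mean of all tested compounds plus 3 SD, cut at about 70% in these data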;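 further: 0% = DMSO with NR2E3 transfected cells and 100% = cells lacking NR2E3 construct; higher means lower luciferase signal from less NR2E3 corepressor binding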
Target sequence (Q9Y5X4 whole entry, looked up, the tested form may be a part): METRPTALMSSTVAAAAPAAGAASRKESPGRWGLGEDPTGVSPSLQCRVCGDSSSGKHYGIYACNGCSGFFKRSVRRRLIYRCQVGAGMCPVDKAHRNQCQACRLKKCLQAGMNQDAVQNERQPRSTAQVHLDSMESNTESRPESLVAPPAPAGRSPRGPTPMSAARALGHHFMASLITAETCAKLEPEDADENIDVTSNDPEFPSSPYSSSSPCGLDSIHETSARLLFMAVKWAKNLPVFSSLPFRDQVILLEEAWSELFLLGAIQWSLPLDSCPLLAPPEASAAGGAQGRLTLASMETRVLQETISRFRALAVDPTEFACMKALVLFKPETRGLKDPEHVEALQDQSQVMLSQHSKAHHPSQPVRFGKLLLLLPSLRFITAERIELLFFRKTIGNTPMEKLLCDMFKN
NR2E3 ag-2 = inhibitors of NR2E3-RetCOR corepressor binding, primary screen, NR2E3 agonist project, biochemical, TR-FRET, GST-NR2E3, biotin-RetCOR. 1536-well. inhibition of corepressor binding, % at 4.78 µM. 0.12% of 320,000 active. AID 2300, 2010;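 active means percent inhibition above the cutoff of mean plus 3 SD of all tested compounds, set per screening campaign, cut at about 20% in these data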;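 further: 0% = DMSO wells and 100% = biotin wells as full block of FRET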
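System: GST-tagged NR2E3 plus biotinylated RetCOR corepressor; Buffer or medium: pH 7.5 Tris-based buffer; Probe or stimulus: RetCOR corepressor, biotinylated, 7 nM; Doses: compound at 4.8 µM, single dose; Schedule: 5 h incubation at 4 °C; Technique: time-resolved FRET; Evaluation: percent inhibition of TR-FRET ratio; Replication: one well per compound, singlicate testing.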
HIF-2a block = HIF-2a reporter inhibitors, primary screen, luminescence, 786-0 RCC cells; 786-0 RCC cells HIF-2a reporter, luciferase luminescence, overnight; inhibition, % at 18.8 µM; 0.72% of 360,000 active; AID 624352, 2012;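 active means inhibition of the luminescence signal of 40% or more relative to plate controls, in a single-dose primary screen at 18.75 µM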
* = called active by the depositor; . = not tested or not shown; & = joins results of further samples.

structure	Peg3 promoter	TRPM1 prom inh	KKLEB tox	HIF-2a block	Vif inh	CaV13 FRET inh	NR2E3 ag-2	CF NFkB block	NR2E3 ag-1	PDI inh	Shn3 inh set2
CCCNC(=O)C1(CC2CC(c3ccccc3)=NO2)CCNCC1 (configuration not stated)	-0.4	-9.7	13.0	1.6	6.1	-9.2	0.5	-10.1	-27.7	-2.6	-10.1
CC(C)(C)N(Cc1ccccc1)C(=O)c1cc2ccccc2o1	11.1	16.1	-19.0	16.9	6.0	0.6	-3.6	21.5	13.9	-1.1	2.4
CC(C)n1nc(C(=O)NCCCN2CCCC2=O)c2ccccc2c1=O	21.6	1.9	11.7	5.9	.	-5.5	-1.4	6.9	-13.4	3.8	-9.4
CCn1nnc(-c2ccccc2NS(=O)(=O)c2ccc(C(=O)OC)cc2)n1	22.8	2.4	-4.8	5.8	-3.0	-4.5	6.1	5.9	5.1	-6.5	28.0
NS(=O)(=O)c1cccc(NC(=O)CC2(CC(=O)O)CCCC2)c1	1.3	15.6	-7.0	9.6	10.5	-3.6	2.5	9.1	5.7	15.1	1.4
Cc1ccc(S(=O)(=O)N2CCOCC2)cc1NC(=O)COC(=O)Cc1cccs1	-7.3	9.9	-19.6	16.2	-10.5	-6.0	-2.7	22.8	3.5	-4.2	-5.9
COC(=O)c1nc(-c2ccc(C)cc2)oc1N(C)C	-6.8	15.6	-8.6	-49.2	-0.3	-9.3	-0.8	-2.4	-14.3	2.7	9.2
O=C(NCc1ccco1)c1cnn2c(C(F)(F)F)cc(-c3cccs3)nc12	10.0	9.8	-4.2	5.6	.	-3.2	-1.2	-8.4	-2.3	13.3	-8.8
CCCn1c(SCC(=O)Nc2cc(Cl)ccc2Cl)n[nH]c1=O	9.6	18.7	-4.1	16.8	-1.4	-4.0	0.7	-3.6	-10.2	-3.8	8.9
COc1cc([N+](=O)[O-])c(N2CCOCC2)c([N+](=O)[O-])c1OC	-7.0	-1.8	-7.9	11.9	-1.7	-1.2	-0.6	-2.3	-12.8	5.7	-1.4
Cc1nc(N2N=C(c3ccc(Cl)cc3)CC2c2ccco2)sc1C(=O)N(C)C (configuration not stated)	-187.0	5.0	-1.6	-295.0	6.0	-3.2	3.8	17.8	-78.3	0.7	7.7
CC1CCc2nn(CC(=O)Nc3ccc(F)cc3F)cc2C1 (configuration not stated)	-16.4	-9.3	12.5	-46.4	-3.5	1.8	-1.7	8.5	-15.9	.	6.0

(list continues)
structure	Peg3 promoter	TRPM1 prom inh	KKLEB tox	HIF-2a block	Vif inh	CaV13 FRET inh	NR2E3 ag-2	CF NFkB block	NR2E3 ag-1	PDI inh	Shn3 inh set2
CN(C)C(=O)NC(NC(=S)Nc1ccccc1)C(Cl)(Cl)Cl (configuration not stated)	3.8	0.9	7.5	4.7	-12.7	7.4	1.4	-8.9	-7.5	-4.4	-15.3
O=c1cc(-c2ccccc2)c2ccccc2[nH]1	-0.1	14.7	-19.5	19.4	-5.8	-5.5	-2.0	7.1	-21.3	1.7	18.0
COCCn1c(SCC(=O)Nc2cccc(NC(C)=O)c2)nc2c([nH]c3ccccc32)c1=O	12.2	19.4	0.9	29.2	.	-5.9	0.8	-22.1	-39.6	-1.4	3.8
Cc1c(C(=O)Nc2c(F)cccc2F)sc2ncn(CC(=O)N3CCCCC3)c(=O)c12	18.9	2.3	0.6	4.4	-0.8	-7.1	-0.3	2.4	20.7	1.5	-1.9
NS(=O)(=O)c1ccc(N/N=C/c2cn(-c3ccccc3)nc2-c2cccs2)c([N+](=O)[O-])c1	-0.7	-6.4	-81.6*	0.3	32.9	-7.4	-1.4	87.5*	0.9	2.7	73.3
CC(=O)C1=C(c2ccccc2)NC(=O)NC1c1ccc2c(c1)OCO2 (configuration not stated)	11.1	20.4	4.6	17.0	12.7	-20.4	0.3	-15.1	14.3	18.5	11.9
Cc1c(NC(=O)c2ccccc2N)cccc1C(=O)O	-96.0	-20.4	8.5	-61.3	2.5	-6.0	1.3	-10.3	-22.2	-0.1	-21.7
CCCCCn1c(SCC(=O)c2ccccc2)nc2cc(C(=O)NCc3ccco3)ccc2c1=O	9.3	-2.9	-0.3	4.0	-2.5	-4.0	.	2.0	-24.8	0.0	3.0
O=C(Nc1ccc(F)cc1)c1ccc(Cn2cnnn2)cc1	-38.2	1.7	-8.0	-34.6	-0.6	-4.6	-1.8	8.2	-11.2	0.7	-10.7
Cc1ccc2nc(-c3ccccc3)c(Cc3ccccc3C(F)(F)F)n2c1	-155.3	.	10.8	-196.0	.	-6.4	.	-24.3	-79.9	.	-20.2
Cc1ccccc1NC(=O)CCN1C(=O)c2ccccc2C1=O	3.3	9.6	3.5	10.7	-9.5	-4.4	-0.6	-2.7	0.8	1.6	-0.1
CSc1nc(O)c(C(c2ccccc2)c2c(O)nc(SC)[nH]c2=O)c(=O)[nH]1	8.8	5.1	-12.9	17.0	4.7	-2.1	-4.6	15.1	2.0	1.5	-1.0

(further entries)
structure	Peg3 promoter	TRPM1 prom inh	KKLEB tox	HIF-2a block	Vif inh	CaV13 FRET inh	NR2E3 ag-2	CF NFkB block	NR2E3 ag-1	PDI inh	Shn3 inh set2
CCCOc1ccc(CNC(=S)NCc2ccc(OC(C)C)cc2)cc1	7.9	-1.7	0.0	-11.3	0.7	-4.4	0.7	-1.5	-1.3	2.2	-0.4
Cc1ccccc1NC(=O)N1CCCN(c2ccc(C#N)cn2)CC1	9.2	-0.4	-23.8	16.7	-12.1	-18.6	-1.0	-5.5	-43.1	4.3	-4.7
CCCOc1ccc(N2CC(C(=O)NCCc3ccc(OC)c(OC)c3)CC2=O)cc1 (configuration not stated)	13.8	8.9	1.0	15.2	12.8	-2.1	-3.4	1.1	-22.4	-0.5	2.2
CCOc1ccc(N2C(=O)CC(SC(=NC)Nc3cccc(F)c3)C2=O)cc1 (configuration not stated)	8.7	0.5	-5.1	9.1	-17.5	-6.4	-1.4	-4.1	-4.1	-14.5	11.5
COc1ccc(Nc2nc(C)cc(=O)[nH]2)cc1	3.5	20.1	3.0	18.8	8.5	-5.5	2.1	0.4	-16.6	-13.6	10.7
O=C(Nc1c(Cl)cccc1Cl)Oc1cccc2cccnc12	38.0	.	-20.8	8.4	-0.8	-9.9	.	12.1	-4.1	.	74.6
O=C(Nc1cccc(S(=O)(=O)N2CCOCC2)c1)C1CCCC1	0.3	.	7.3	2.6	0.2	-5.9	-1.4	-7.2	-15.6	-1.8	-0.1
CC(C)n1cc(/C=C2/NC(=O)NC2=O)c2ccccc21	4.0	5.4	7.5	12.4	8.0	-6.8	-0.1	17.8	3.7	-2.8	3.8
Cc1cc(Cl)ccc1OCCCC(=O)OCC(=O)Nc1cccc(S(N)(=O)=O)c1	-1.4	-0.3	-3.9	9.1	-1.1	-4.9	2.4	-22.1	-0.3	10.4	-7.8
Cc1cc(C(=O)NC2CCCc3c2cnn3-c2ccc(C(C)(C)C)cc2)nn1C (configuration not stated)	-6.3	48.9	9.1	1.6	-25.9	.	-5.0	-9.4	101.4*	-2.6	77.1
CN(C)c1ccc(/C=[N+](\[O-])C2N(c3ccccc3)C(=S)SC2(C)C)cc1 (configuration not stated)	-19.3	2.6	-4.9	8.9	3.5	-17.7	-1.0	-13.6	23.6	-0.3	-3.1
Cc1ccc(C(=O)NC2CCS(=O)(=O)C2)cc1S(=O)(=O)N1CCCCCC1 (configuration not stated)	4.6	3.7	-1.3	15.9	0.7	-4.7	1.2	-13.5	4.9	-2.5	4.4

The results go on:
structure	Peg3 promoter	TRPM1 prom inh	KKLEB tox	HIF-2a block	Vif inh	CaV13 FRET inh	NR2E3 ag-2	CF NFkB block	NR2E3 ag-1	PDI inh	Shn3 inh set2
CCCN1Cc2cccc(C(=O)NCc3ccccc3OC)c2C1=O	20.7	0.8	-8.0	16.1	-3.5	-4.6	1.6	10.0	-26.7	4.8	9.2
CCC[C@@H]1C[C@@H](C(=O)N[C@H]([C@@H](C)O)[C@H]2O[C@H](SC)[C@H](O)[C@@H](O)C2O)N(C)C1 (some centres not stated)	-0.2	-4.4	3.5	8.3	-9.0&1.4	-4.7	.	12.0	-13.2	-0.7	7.5&3.3
CCN(CC)S(=O)(=O)c1ccc(C(=O)Nc2ccc3c(c2)OCO3)cc1	-28.4	-1.1	-2.2	-37.7	2.5	-4.2	-2.0	-6.0	3.1	-0.9	24.3
COc1ccc(NC(=O)CCN2CCOCC2)c(OC)c1	-0.1	-7.4	7.3	10.5	-5.8	-0.6	5.0	-10.0	-14.6	4.1	-1.6
Cc1ccc(C)c(OCCC(=O)OCC(=O)c2ccc3c(c2)NC(=O)CO3)c1	-14.3	-7.3	-7.2	-1.0	-2.8	-6.3	0.1	-10.7	-10.4	-2.0	9.0
COc1ccc(-c2noc(CNC(=O)c3ccc4c(c3)OCO4)n2)cc1	6.7	1.7	-8.0	13.5	27.4	-3.3	6.2	-5.7	-0.8	-34.8	1.0
C#CCNC(=O)C1=C[C@@H](C2CCCCC2)C[C@@H](OCCCCO)O1	-7.7	-28.2	3.0	-22.9	13.0	-12.0	0.7	-16.9	-13.1	7.4	-7.5
O=Cc1ccc(OCC(=O)NCC2CCCO2)cc1 (configuration not stated)	-0.6	-2.4	3.0	5.7	5.1	-3.3	2.4	-16.9	-6.3	-2.7	-19.8

Looked up above.
PDI inh result of CCCCCn1c(SCC(=O)c2ccccc2)nc2cc(C(=O)NCc3ccco3)ccc2c1=O : 0.0
CaV13 FRET inh result of Cc1cc(Cl)ccc1OCCCC(=O)OCC(=O)Nc1cccc(S(N)(=O)=O)c1 : -4.9
Peg3 promoter result of O=c1cc(-c2ccccc2)c2ccccc2[nH]1 : -0.1
PDI inh result of O=Cc1ccc(OCC(=O)NCC2CCCO2)cc1 (configuration not stated) : -2.7

Gathered by group: the entries above with a CF3 group.
structure	Peg3 promoter	TRPM1 prom inh	KKLEB tox	HIF-2a block	Vif inh	CaV13 FRET inh	NR2E3 ag-2	CF NFkB block	NR2E3 ag-1	PDI inh	Shn3 inh set2
O=C(NCc1ccco1)c1cnn2c(C(F)(F)F)cc(-c3cccs3)nc12	10.0	9.8	-4.2	5.6	.	-3.2	-1.2	-8.4	-2.3	13.3	-8.8
Cc1ccc2nc(-c3ccccc3)c(Cc3ccccc3C(F)(F)F)n2c1	-155.3	.	10.8	-196.0	.	-6.4	.	-24.3	-79.9	.	-20.2
